IMP-1 inh – IMP-1 metallo-beta-lactamase inhibitors, primary screen, biochemical, epi-absorbance readout, Pseudomonas aeruginosa enzyme; inhibition, % at 5.6 µM; purified IMP-1, nitrocefin hydrolysis, epi-absorbance fluorescence; AID 1556, 2009; 290,000 compounds, 0.45% hits; metallo-beta-lactamase IMP-1 (Pseudomonas aeruginosa);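 active = inhibition above the mean plus 3 SD of all compounds in the same screening run, cut at about 4.5% in these data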;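 also: 0% = IMP-1 with DMSO and 100% = DMSO wells lacking enzyme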
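System: purified IMP-1 / Input: IMP-1 dispensed at 0.2 nM / Medium: 50 mM HEPES pH 7.1, 50 µM ZnSO4, 0.05% Brij 35 / Timing: 15 min enzyme–compound preincubation, then 25 min nitrocefin reaction, 25 °C / Technique: plate fluorescence quenching by hydrolysis product, ex 480/em 530 nm / Repeats: singlicate testing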
IDE inh – human IDE inhibitors in live cells, primary screen, fluorescence polarization, HEK cells, FAbetaB substrate; inhibition, % at 5.59 µM; 320,000 compounds, 0.41% hits; FAbetaB cleavage; AID 434962, 2010; Insulin-degrading enzyme (Homo sapiens), P14735;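 active = percent inhibition above the average of all tested compounds plus 3 SD, set per screening campaign, cut at about 16% in these data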;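 also: IDE supplied by intact live HEK cells; FP after avidin binding of uncleaved biotin substrate so inhibition keeps polarization high; 0% = DMSO wells and 100% = 60 µM reference IDE inhibitor Ii1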
VIM-2 inh – VIM-2 metallo-beta-lactamase inhibitors, primary screen, biochemical, epi-absorbance readout, Pseudomonas aeruginosa enzyme; purified VIM-2, nitrocefin hydrolysis, epi-absorbance fluorescence; inhibition, % at 5.6 µM; 290,000 compounds, 0.89% hits; AID 1527, 2009;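 active = inhibition above the mean of all tested compounds plus 3 SD, cutoff set per screening run, cut at about 7.5% in these data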;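 also: red hydrolysis product quenches plate fluorescence so inhibitors raise well fluorescence; 0% = enzyme with DMSO and 100% = DMSO without enzyme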
IDE act – human IDE activators in live cells, primary screen, fluorescence polarization, HEK cells, FAbeta-B substrate | Insulin-degrading enzyme (Homo sapiens), P14735 | 340,000 compounds, 0.073% hits | FAbeta-B cleavage; 0% vehicle, 100% cell-free pure enzyme wells | AID 493087, 2011 | activation, % at 5.96 µM;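 active = activation above the mean of all tested compounds plus 3 SD, set per screening campaign, cut at about 17% in these data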
GalR3 antag – GalR3 antagonists in HEK293 cells, primary screen, cell-based, fluorescence readout; HEK293 GalR3-CNG cAMP membrane potential fluorescence; galR3 body fused to GalR1 C-terminus; inhibition, % at 3 µM; 360,000 compounds, 0.44% hits; AID 651719, 2012;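 active = inhibition above the screen-wide average plus 3 SD, cut at about 13% in these data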;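 also: forskolin and galanin both at EC90 stimulate the cells; cAMP rise reported by CNG channel membrane potential dye signal; 0% = forskolin plus galanin with DMSO and 100% = forskolin alone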
Target sequence (O60755 1-299 limits assumed): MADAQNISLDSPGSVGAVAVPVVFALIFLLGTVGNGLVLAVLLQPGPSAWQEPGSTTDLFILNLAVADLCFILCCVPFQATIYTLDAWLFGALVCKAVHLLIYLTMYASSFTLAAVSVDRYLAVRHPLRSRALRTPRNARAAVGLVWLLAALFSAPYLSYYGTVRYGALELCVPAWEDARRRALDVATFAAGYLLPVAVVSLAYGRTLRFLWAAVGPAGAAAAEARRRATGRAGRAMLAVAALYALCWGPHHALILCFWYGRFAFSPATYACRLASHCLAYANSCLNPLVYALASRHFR
SUMO HTRF inh – inhibitors of in vitro SUMOylation cascade, primary screen, biochemical, HTRF, uHTS. AID 2006, 2009. HTRF SUMOylation assay, SAE1/SAE2 + UBC9. SUMO-conjugating enzyme UBC9 (Homo sapiens), P63279. inhibition, % at 35 µM. 290,000 compounds, 0.36% hits; in the data active = inhibition above about 50%, passing the limit was not always enough; also: strong numbers were not always called active
Target sequence (P63279 whole entry, looked up): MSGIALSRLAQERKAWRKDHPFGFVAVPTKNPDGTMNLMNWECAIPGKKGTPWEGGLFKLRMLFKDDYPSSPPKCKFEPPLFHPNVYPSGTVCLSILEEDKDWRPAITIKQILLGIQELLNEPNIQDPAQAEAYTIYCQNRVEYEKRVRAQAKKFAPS
CRFBP-R2 block – antagonists of CRF-BP/CRF-R2 complex, primary screen, cell-based, HEK293, calcium dye fluorescence, uHTS. CRF-induced calcium fluorescence. inhibition, % at 11.8 µM. AID 588475, 2011. 350,000 compounds, 0.59% hits;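 active = inhibition of the ligand-induced calcium signal above about 50% at the single tested concentration, limit read from the data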
p-CIP stab down – p/CIP-EGFP fusion destabilizers, primary screen, fluorescence, F442A cells; Q05BA5; 16 h; decrease of EGFP signal, % at 10 µM; 290,000 compounds, 0.01% hits; AID 1984, 2009;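 active = EGFP signal decrease of at least 30% at 10 µM or well 3 SD below plate mean, unless failing retest; inactive = the rest, including hits failing retest or dose response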; also: some compounds called inactive have numbers as strong as hits; many of its hits are not listed in these tables
NS3 helicase inh – inhibitors of HCV NS3 helicase, primary screen, biochemical, Cy5 molecular beacon fluorescence. Hepatitis C virus NS3 helicase. NS3 helicase DNA unwinding. inhibition, % at 10.9 µM. 290,000 compounds, 0.56% hits;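 active = inhibition above the mean of all tested compounds plus 3 SD, set per campaign, cut at about 35% in these data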;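 also: 0% = DMSO wells and 100% = thioflavine S control wells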
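Assay system: hepatitis C virus NS3 helicase domain fragment enzyme. Also added: annealed dual-labelled DNA beacon duplex, ATP-started. Timing: 1 h reaction at 25 °C, ATP-initiated. Technique: Cy5 fluorescence at 0 and 60 min, beacon hairpin quenching. Evaluation: % inhibition of unwinding. Replication: one well per compound.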
* marks the source's active call; other numbers are inactive results; · = no result given.

structure | IMP-1 inh | IDE inh | VIM-2 inh | IDE act | GalR3 antag | SUMO HTRF inh | CRFBP-R2 block | p-CIP stab down | NS3 helicase inh
Cc1nn(C)cc1[C@@H]1C[C@H]2CN(Cc3cccc(Cl)c3)C(=O)[C@]23CCCN13 | -2.9 | 5 | -2.6 | 3 | -1 | 1 | 1 | -3 | -5
C[n+]1ccccc1C1CCCC/C1=N\NC(N)=S (centres undefined) | -1.5 | -2 | -2.6 | 2 | -7 | 5 | -31 | -7 | 5
CCOC(=O)Cn1nnc(-c2ccc(SC)cc2)n1 | -3.1 | -6 | -3.0 | 3 | -6 | -19 | 5 | 6 | -9
CS(=O)(=O)N(Cc1ccccc1)c1ccc(C(=O)Nc2cccnc2)cc1 | -1.4 | 1 | -2.1 | 4 | 0 | -3 | 12 | 7 | -4
Oc1c(N=NC(=S)Nc2ccccc2F)c2ccccc2n1Cc1ccc(Cl)cc1 | -0.9 | 14 | -0.5 | 1 | -6 | -10 | 9 | 10 | -1
CC(=O)Nc1cccc(NC(=O)c2ccc(Br)cc2)c1 | -0.9 | -2 | 1.1 | -5 | -6 | 1 | -106 | 17 | 4
Cc1ccc(CN2CCNC(=O)C2CC(=O)NCc2csc(C(C)C)n2)cc1 (centres undefined) | 0.7 | 3 | -0.4 | 6 | 2 | -2 | -5 | -7 | -17
COC(C[C@H]1O[C@H]1[C@@H](O)COCc1ccccc1)OC | · | · | · | 1 | 0 | 18 | -2 | -2 | ·
Cc1cc(Cl)ccc1OCC(=O)NNC(=O)c1cnccn1 | -3.9 | 6 | -3.2 | 3 | -4 | -9 | 1 | 0 | 0
COc1ccc(NC(=O)Cn2cccc2)c(OC)c1 | 0.5 | 1 | -1.6 | 4 | -6 | 14 | -1 | 19 | 9
Cc1cc2nc(SCC(=O)O)nc(C)c2cc1C | -2.0 | -2 | -0.8 | -2 | -1 | 1 | 2 | 0 | 0
NC(=O)CC(NC(=O)Cc1ccc(Br)cc1)c1ccc(N2CCc3ccccc3C2)c([N+](=O)[O-])c1 (centres undefined) | -1.3 | -2 | -0.8 | 3 | -3 | 8 | -7 | -2 | -22
C=C1CCC2C(C)(C)[C@@H](O)CC[C@@]2(C)[C@@H]1COc1ccc2ccc(=O)oc2c1 (some centres undefined) | -4.2 | -5 | -2.2 | -3 | -4 | -9 | -12 | -10 | 7
COCCN(C(=S)Nc1ccc(Cl)cc1OC)C1CCN(C(C)=O)CC1 | -4.8 | 5 | -3.0 | 7 | -2 | 6 | 19 | -7 | -4
C=CCN1C(=O)c2ccc(C(=O)OCC(=O)N(C)C3CCCCC3)cc2C1=O | -1.9 | 9 | -3.8 | 9 | 1 | 7 | 0 | 1 | 5
O=C(CN1CCCC1=O)NC1C2CC3CC(C2)CC1C3 (centres undefined) | -3.9 | 6 | -0.7 | 1 | -3 | -4 | -1 | -7 | -2
O=C(COC(=O)c1cnc(Cl)c(Cl)c1)NCCC1=CCCCC1 | -3.5 | 0 | -1.1 | 6 | -3 | 12 | 86* | -6 | 0
C/C(CC(=O)Nc1ccccc1C(F)(F)F)=N\NC(=O)c1cnccn1 | · | 4 | · | 9 | 0 | · | -4 | · | ·
NS(=O)(=O)c1ccc(Nc2nc(-c3ccc(F)cc3)cs2)cc1 | -0.8 | 8 | 0.0 | · | -4 | -8 | -19 | -13 | -20
COc1ccc(CNC(=O)COC(=O)CCn2c(C)csc2=O)cc1OC | · | -2 | · | -3 | -2 | · | 20 | · | ·
CCCOC(=O)C1[C@H]2C(=O)N(C(C)c3ccc(OC)cc3)C[C@]23C=C[C@H]1O3 (some centres undefined) | -1.9 | 2 | -0.9 | -1 | 3 | 14 | 8 | -13 | 11
Cn1cc(/C=C(\NC(=O)c2ccccc2Cl)C(=O)NCCCn2ccnc2)c2ccccc21 | -1.8 | -10 | -3.3 | 9 | -7 | -12 | 0 | -11 | -12
O=C1CC(CC(=O)N/N=C/c2ccccc2[N+](=O)[O-])=NN1 | -1.5 | 11 | -2.7 | -1 | -3 | 75 | 22 | 5 | 15
COc1ccc(C(C)=O)cc1CSc1nc2ccccc2c(=O)n1-c1ccccc1 | -3.4 | 2 | -0.5 | -2 | -1 | 1 | 9 | -6 | 12
CCSCCC(NC1=CC(=O)CC(C)(C)C1)C(=O)O (centres undefined) | -2.5 | 0 | -2.4 | 1 | 1 | 5 | 10 | -9 | 5
COc1ccc(C2c3ccc4ccccc4c3Oc3ncn(CCN4CCOCC4)c(=N)c32)cc1 (centres undefined) | -0.2 | 1 | -3.5 | -5 | -4 | 16 | -8 | -13 | -101
CCc1ccc(/C=N/NC(=O)Cc2ccc(OC)c(OC)c2)s1 | -0.2 | · | -0.3 | 3 | -4 | -11 | 12 | 2 | -7
COc1ccc([N+](=O)[O-])cc1N(CC(=O)N(C)C)S(C)(=O)=O | -2.8 | 0 | -0.9 | 0 | 1 | 11 | -2 | -1 | 4
COc1cccc(-c2nn3c(-c4ccccn4)nnc3s2)c1 | -1.9 | 10 | 8.0* | 0 | -5 | -8 | 5 | 6 | 1
CCN1C(=O)S/C(=C/c2c(OCc3ccc(C(=O)O)cc3)ccc3ccccc23)C1=O | 0.1 | 4 | 1.3 | 1 | -12 | 18 | 19 | -6 | 23
Nc1nonc1N/N=C/c1c(O)ccc2ccccc12 | -3.4 | 0 | -2.5 | 4 | -3 | 7 | 13 | 0 | 10
Cc1ccn2cc(C(=O)Nc3ccccc3N3CCOCC3)nc2c1 | -4.8 | 3 | -0.4 | 1 | -3 | 10 | -8 | -9 | -1
CCN(CC)c1nc(SCCOC(=O)Nc2ccccc2)nc(N(CC)CC)n1 | -2.4 | -2 | -0.2 | 8 | -7 | -14 | -80 | -12 | -11
COCCn1c(SCC(=O)NC(=O)NCc2ccccc2)nc2ccccc21 | -3.0 | -1 | -1.9 | 3 | -9 | 30 | 0 | -8 | -2
CN(CC(=O)Nc1cccc(F)c1)CC(=O)N1CCCCC1 | · | -2 | · | 4 | -6 | · | -2 | · | ·
COc1ccccc1NC(=O)c1cc([N+](=O)[O-])ccc1NCCN1C(=O)CCC1=O | -3.8 | 4 | -5.3 | -4 | -7 | 8 | 2 | -12 | 2
COc1cc([N+](=O)[O-])ccc1NC(=O)COC(=O)CCS(=O)(=O)c1ccc(C)cc1 | · | -4 | · | 4 | -2 | · | 6 | · | ·
Cc1cccc(Nc2ccncc2S(=O)(=O)NC(=O)NC(C)C)c1 | -0.6 | 6 | 0.3 | 5 | -4 | 16 | -45 | 2 | -5
O=S1(=O)C=C(Sc2nnc(-c3ccccc3)o2)c2ccccc21 | -3.3 | 1 | -2.9 | -20 | · | 10 | -100 | -7 | -6
CCOC(=O)c1cnc2nc(Cc3ccccc3)[nH]n2c1=O | -1.3 | 3 | -0.7 | 2 | 1 | 6 | -19 | -4 | 3
CC(C)(C)n1ncc2c(=O)n(Cc3cccc(Cl)c3)cnc21 | -2.2 | 10 | -3.1 | -2 | -10 | 8 | 5 | 13 | 1
Cc1ccccc1-c1nnc(-c2cccs2)o1 | -0.5 | 9 | -0.6 | 1 | -3 | 4 | -9 | -14 | -4
Clc1cccc(Cl)c1COn1nnc2ccccc21 | 1.6 | 7 | 1.1 | -3 | -6 | 3 | 15 | 0 | 7
CN(C)CCN(C(=O)c1ccc(Br)s1)c1nc2cc3c(cc2s1)OCCO3 | -4.0 | -1 | -3.5 | 7 | -1 | -14 | -25 | 3 | -4
C/C(=C/c1ccccc1)C(=O)N1CCN(c2ccc(F)cc2)CC1 | -4.3 | 0 | -1.9 | 4 | -5 | 14 | -14 | -19 | 3
O=[N+]([O-])c1ccc(Nc2ccccc2F)nc1 | -1.8 | 4 | -1.9 | 0 | -5 | -8 | -2 | -10 | 0
O=Cc1ccc(OC(=O)C2CC(=O)N(c3ccc(F)cc3)C2)cc1 (centres undefined) | -3.5 | 1 | -5.0 | -2 | -4 | 13 | -10 | -1 | 0
CC(=O)Nc1ccc(S(=O)(=O)N[C@@H](C)C(=O)OCC(=O)c2ccc(C)cc2)cc1 | · | 2 | · | 1 | -4 | · | 4 | · | ·
O=C1c2ccccc2C(=O)N1CC(O)COc1ccccc1Cl (centres undefined) | -3.1 | 1 | -2.9 | 1 | -6 | -5 | 1 | -2 | -2
CCN1CCCc2cc(CN(CCN3CCOCC3)C(=S)Nc3ccc(OC)cc3)ccc21 | -3.5 | 6 | -1.5 | 5 | -5 | -6 | 9 | 6 | -2
CC(=O)c1ccc(NC(=S)NCc2ccco2)cc1 | -1.2 | 2 | -2.7 | 5 | -8 | 10 | 16 | 6 | 3
O=C(C[n+]1cccc(CNC(=O)c2ccc(OC(F)F)cc2)c1)c1ccccc1 | -1.4 | -2 | -0.4 | 4 | -2 | 10 | 17 | -1 | -21
O=C(O)c1cccc(C(=O)O)c1Br | -1.4 | 4 | -1.5 | 2 | 6 | 13 | -2 | 4 | 4
Cc1ccc(OCC(=O)Oc2ccccc2[N+](=O)[O-])cc1 | · | 8 | · | 6 | -3 | · | 12 | · | ·
COc1ccc(C(=O)NNC(=O)C(=O)Nc2ccc(C)c(Cl)c2)cc1 | -3.2 | 12 | -2.2 | -4 | 7 | 4 | -3 | 2 | 4
CCOc1ccc(NC(=O)COc2coc(CN3CCc4ccccc4C3)cc2=O)cc1 | · | -5 | · | 2 | -5 | · | 6 | · | ·
O=C(COC(=O)c1cccc(S(=O)(=O)N2CCOCC2)c1)Nc1ncc(Cl)cc1Cl | · | 2 | · | -1 | -5 | · | -8 | · | ·
O=C(Cc1nc2ccccc2[nH]1)c1ccc([N+](=O)[O-])cc1 | -2.5 | 0 | -4.5 | 2 | 4 | -13 | 0 | -3 | -12
[O-]c1n[n+](-c2ccc(Cl)cc2)cc2ccccc12 | -2.1 | 4 | 19* | 3 | -5 | 41 | -7 | -18 | 2
